KCNQ2 inh: KCNQ2 channel blockers in CHO-K1 cells – cell-based, FluxOR thallium flux, B-score, primary screen (AID 2156) | 20 min; active compounds read low | B-score at 10 µM | actives 1.1% (n = 310,000);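 active = fluorescence ratio B-score at most minus 3 library SDs, with starting brightness B-score within 2 library SDs, cut at about -5.5 in these data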
Kir21 inh: blocks the mouse Kir2.1 inward-rectifier potassium channel | P35561 | HEK293-Kir2.1, FluxOR thallium flux fluorescence; active compounds read low | B-score at 10 µM | actives 0.85% (n = 310,000) | AID 1672;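 active = fluorescence ratio B-score at or below minus 3 SD of library scores, with starting-brightness B-score within 2 SD, cut at about -4.2 in these data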;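 note: channel flux triggered by added potassium and thallium sulfate stimulus; B-score of peak minus minimum fluorescence over baseline after thallium stimulus; more negative B-score means stronger Kir2.1 block with less thallium influx; some compounds called inactive have numbers as strong as hits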
Target sequence (P35561 whole entry, looked up): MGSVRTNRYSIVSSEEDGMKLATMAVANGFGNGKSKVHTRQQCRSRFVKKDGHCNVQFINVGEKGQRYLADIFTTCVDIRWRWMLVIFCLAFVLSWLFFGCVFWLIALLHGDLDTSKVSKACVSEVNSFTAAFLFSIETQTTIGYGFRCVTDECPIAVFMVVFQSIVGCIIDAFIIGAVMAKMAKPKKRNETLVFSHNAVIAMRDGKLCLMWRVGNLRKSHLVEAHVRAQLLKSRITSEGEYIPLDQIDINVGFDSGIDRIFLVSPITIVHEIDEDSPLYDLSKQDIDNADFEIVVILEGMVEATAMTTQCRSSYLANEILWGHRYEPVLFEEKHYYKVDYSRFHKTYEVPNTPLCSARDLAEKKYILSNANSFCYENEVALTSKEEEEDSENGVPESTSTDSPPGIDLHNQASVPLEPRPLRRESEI
An asterisk follows results filed as active. Hits appear at their usual frequency. Share with any hit: about 1.8%.

Results for CC(=O)c1cc2c(cc1NC(=O)CSc1nc3ccccc3[nH]1)OCO2 ?
KCNQ2 inh: inactive; Kir21 inh: 1.1

How did COc1ccc(NC(=O)Cc2cccs2)c(OC)c1 do in these assays?
KCNQ2 inh: inactive; Kir21 inh: -0.83

What do the screens show for `CC12CCC(C(=O)Nc3ccccc3)(C/C1=N\O)C2(C)C` (stereo not given)?
KCNQ2 inh: inactive; Kir21 inh: 2

How did CC1(C)Cc2c(sc3nc(SCC(=O)O)[nH]c(=O)c23)CO1 do in these assays?
KCNQ2 inh: inactive; Kir21 inh: 0.56

How did O=C(CCCC(=O)OCC(Cl)=C(Cl)Cl)Nc1cccc2ccccc12 do in these assays?
KCNQ2 inh: inactive; Kir21 inh: -0.59

Results for Cc1ccc(NC(=O)/C(=C/c2cccs2)NC(=O)c2ccco2)c(C)c1 ?
KCNQ2 inh: inactive; Kir21 inh: 2.1

How did O=C(CCC(=O)N1CCN(c2ccc(O)cc2)CC1)c1ccc(Br)cc1 do in these assays?
KCNQ2 inh: inactive; Kir21 inh: -1.1

How did CC(=O)ONC(=Nc1ccccc1)c1nonc1N do in these assays?
KCNQ2 inh: inactive; Kir21 inh: -0.11

How did O=[N+]([O-])c1ccc(N2CCN(C(=S)Nc3ccc(F)cc3)CC2)cc1 do in these assays?
KCNQ2 inh: inactive; Kir21 inh: 0.33

How did CCOCC(=O)Nc1ccc(S(=O)(=O)NCCc2ccccc2)cc1 do in these assays?
KCNQ2 inh: inactive; Kir21 inh: -0.32

How did COC(=O)CSc1ccc(S(=O)(=O)N2CCC(C)CC2)cc1[N+](=O)[O-] do in these assays?
KCNQ2 inh: inactive; Kir21 inh: 0.76

How did COc1ccc(C(=O)N2CCC(C(=O)O)CC2)c2ccccc12 do in these assays?
KCNQ2 inh: inactive; Kir21 inh: 0.85

Already shown: entries from further up.
Results for Cc1ccc(NC(=O)/C(=C/c2cccs2)NC(=O)c2ccco2)c(C)c1 ?
KCNQ2 inh: inactive; Kir21 inh: 2.1

How did O=C(CCC(=O)N1CCN(c2ccc(O)cc2)CC1)c1ccc(Br)cc1 do in these assays?
KCNQ2 inh: inactive; Kir21 inh: -1.1

How did CC(=O)ONC(=Nc1ccccc1)c1nonc1N do in these assays?
KCNQ2 inh: inactive; Kir21 inh: -0.11

How did O=[N+]([O-])c1ccc(N2CCN(C(=S)Nc3ccc(F)cc3)CC2)cc1 do in these assays?
KCNQ2 inh: inactive; Kir21 inh: 0.33

How did CCOCC(=O)Nc1ccc(S(=O)(=O)NCCc2ccccc2)cc1 do in these assays?
KCNQ2 inh: inactive; Kir21 inh: -0.32

How did COC(=O)CSc1ccc(S(=O)(=O)N2CCC(C)CC2)cc1[N+](=O)[O-] do in these assays?
KCNQ2 inh: inactive; Kir21 inh: 0.76

(next part)
What do the screens show for `O=C(OCn1ncc(Cl)c(Cl)c1=O)c1ccc(C(F)(F)F)cc1`?
KCNQ2 inh: inactive; Kir21 inh: 0.34

Results for O=C1CN(c2cc(Cl)cc(Cl)c2)C(=O)CN1/N=C/c1cccnc1 ?
KCNQ2 inh: inactive; Kir21 inh: 0.23

Results for Cc1ccc(S(=O)(=O)NCc2ccccc2)cc1C(=O)NC1CCCCC1 ?
KCNQ2 inh: inactive; Kir21 inh: -0.01

Results for COC(=O)Cn1c(SCc2ccccc2)nc2ccccc21 ?
KCNQ2 inh: inactive; Kir21 inh: -0.51

How did O=C(c1ccco1)N1CCC(c2nc3c(nnn3Cc3c(Cl)cccc3Cl)c(=O)[nH]2)CC1 do in these assays?
KCNQ2 inh: inactive; Kir21 inh: 1.5

Results for Cc1cc(C)c(S(=O)(=O)c2ccc(Cl)cc2)c(Cl)n1 ?
KCNQ2 inh: inactive; Kir21 inh: -1.1

How did COCCCn1c(SCC(=O)c2ccccc2)nc2ccccc2c1=O do in these assays?
KCNQ2 inh: inactive; Kir21 inh: 0.09

How did CC(C)C(C)NC(=O)COc1nc2ccccc2nc1N(C)C1CCCCC1 (stereo not given) do in these assays?
KCNQ2 inh: inactive; Kir21 inh: 1.5

What do the screens show for `CCc1cc2c(SCC(=O)N3CC(=O)Nc4ccccc43)ncnc2s1`?
KCNQ2 inh: inactive; Kir21 inh: -0.7

Results for COc1ccc(C2c3ccc4ccccc4c3Oc3ncn(CCCO)c(=N)c32)cc1 (stereo not given) ?
KCNQ2 inh: inactive; Kir21 inh: -2.9

Results for O=C(CCNC(=O)c1ccccc1Cl)Nc1cc(S(=O)(=O)N2CCOCC2)ccc1N1CCOCC1 ?
KCNQ2 inh: inactive; Kir21 inh: 0.21

Results for COc1ccc(C)cc1N(CC(N)=O)S(=O)(=O)c1ccc(C)cc1 ?
KCNQ2 inh: inactive; Kir21 inh: 0.41

How did CN(/N=C/c1ccncc1)C1=NCCN1 do in these assays?
KCNQ2 inh: inactive; Kir21 inh: -1.1

How did CCOC(=O)C(CCOc1cccc(CC)c1)C(=O)OCC do in these assays?
KCNQ2 inh: inactive; Kir21 inh: -2.6

How did CS(=O)(=O)N(CC(=O)NCc1ccncc1)c1ccc(Cl)c(Cl)c1 do in these assays?
KCNQ2 inh: inactive; Kir21 inh: -0.85

Results for COc1ccc(S(=O)(=O)N2CCCCC2)cc1NCC(=O)Nc1ccc(C)cc1 ?
KCNQ2 inh: inactive; Kir21 inh: -0.8

How did COc1ccc(C(CNC(=O)c2cc(S(=O)(=O)NCc3ccccc3)ccc2C)N2CCOCC2)cc1 (stereo not given) do in these assays?
KCNQ2 inh: inactive; Kir21 inh: 0.18

Results for COC(=O)C(Oc1ccc2c(-c3ccc(OC)cc3)cc(=O)oc2c1)c1ccccc1 (stereo not given) ?
KCNQ2 inh: inactive; Kir21 inh: -1.2

How did O=C(Cc1ncn[nH]1)NCCc1ccccc1 do in these assays?
KCNQ2 inh: inactive; Kir21 inh: 0.83

How did CSC1=C(C#N)C(c2ccc3c(c2)OCO3)C2=C(CCCC2=O)N1 (stereo not given) do in these assays?
KCNQ2 inh: inactive; Kir21 inh: -0.21

Results for COC(=O)c1ccc[n+](CC(=O)c2ccc(Br)cc2)c1 ?
KCNQ2 inh: inactive; Kir21 inh: 0.14

Results for CCn1c(CSc2nccn2C)nc2cc(C(=O)O)ccc21 ?
KCNQ2 inh: inactive; Kir21 inh: -1.4

Results for CCCc1ccc2oc(C(=O)NCCN3CCCC(O)C3)c(C)c2c1 (stereo not given) ?
KCNQ2 inh: inactive; Kir21 inh: -2.8

How did COC(=O)[C@@H](N)CS do in these assays?
KCNQ2 inh: inactive; Kir21 inh: 1.7

How did CCCn1nnc(NCc2ccc(OCc3cccs3)c(OC)c2)n1 do in these assays?
KCNQ2 inh: inactive; Kir21 inh: -1.3

What do the screens show for `Cc1c(C2(c3c(C)n(C)n(-c4ccccc4)c3=O)C(=O)Nc3ccc(F)cc32)c(=O)n(-c2ccccc2)n1C`?
KCNQ2 inh: inactive; Kir21 inh: 1.4

Results for Cc1csc(NC(=O)Cc2ccccc2Cl)n1 ?
KCNQ2 inh: inactive; Kir21 inh: 1.7

Results for CCc1ccc(CNC(=O)C2CCN(S(=O)(=O)N3CCC(C)CC3)CC2)cc1 ?
KCNQ2 inh: inactive; Kir21 inh: 1.2

Results for Cc1c(Br)c([N+](=O)[O-])nn1C(C)C(=O)Nc1nccs1 (stereo not given) ?
KCNQ2 inh: inactive; Kir21 inh: 1.3

What do the screens show for `O=C(Cn1c(CO)nc2ccccc21)NC1CCCCCC1`?
KCNQ2 inh: inactive; Kir21 inh: -2

Results for Cc1cc(NS(=O)(=O)c2ccc(NC(=O)/C=C/c3cccc(Cl)c3)cc2)no1 ?
KCNQ2 inh: inactive; Kir21 inh: 2.7

Results for CC(C)C1C(C#N)=C(N)Oc2n[nH]c(-c3ccc4ccccc4c3)c21 (stereo not given) ?
KCNQ2 inh: inactive; Kir21 inh: -0.09

How did O=C(NCCC1=CCCCC1)c1cnsn1 do in these assays?
KCNQ2 inh: inactive; Kir21 inh: 0.08

Results for CN(C)NC(=S)Nc1ccc(S(=O)(=O)N2CCCCC2)cc1 ?
KCNQ2 inh: inactive; Kir21 inh: -0.77

What do the screens show for `CCOC(=O)C(=O)c1c(-c2ccccc2)nc2ccccn12`?
KCNQ2 inh: inactive; Kir21 inh: 1.4

How did CCOC(=O)NN1C(=O)c2ccccc2NC1C (stereo not given) do in these assays?
KCNQ2 inh: inactive; Kir21 inh: 1.4

What do the screens show for `CC1(C)CC(=O)c2c(nn(-c3ccccc3)c2-c2ccncc2)C1`?
KCNQ2 inh: inactive; Kir21 inh: -0.22

Results for O=C(O)c1ccccc1-c1ccccc1C(=O)NCc1ccccc1Cl ?
KCNQ2 inh: inactive; Kir21 inh: 0.23

What do the screens show for `COc1cccc(CNC(=O)c2cc3ccccn3n2)c1`?
KCNQ2 inh: inactive; Kir21 inh: -0.09

What do the screens show for `Cc1ccc(CN2CCN(Cc3cn[nH]c3-c3cccc(F)c3)CC2CCO)o1` (stereo not given)?
KCNQ2 inh: inactive; Kir21 inh: -0.01

Results for COc1ccc(C(=O)NCc2ccon2)cc1OC1CCN(C(C)C)CC1 ?
KCNQ2 inh: inactive; Kir21 inh: -1.1

Results for O=C(Nc1ccccc1)N1CCCN(c2ccc(C(F)(F)F)cn2)CC1 ?
KCNQ2 inh: inactive; Kir21 inh: 0.01

What do the screens show for `Cc1ccc(F)c(NC(=O)c2ccc(Cn3cc(Cl)cn3)cc2)c1`?
KCNQ2 inh: inactive; Kir21 inh: 0.09

How did O=C(Cn1c(=O)[nH]c2ccsc2c1=O)N1CCN(c2ccc(F)cc2)CC1 do in these assays?
KCNQ2 inh: inactive; Kir21 inh: 1.1

Results for CC(=O)OC(/C(O)=C(\C#N)c1nc2ccccc2[nH]1)c1ccccc1 (stereo not given) ?
KCNQ2 inh: inactive; Kir21 inh: 1.3

How did CCOc1cc(CN2CCN(c3ccc(C(C)=O)cc3)CC2)ccc1OC do in these assays?
KCNQ2 inh: inactive; Kir21 inh: 0.34

What do the screens show for `CCCSc1nnc(N2C(=O)CC(c3ccsc3)C3=C2CCCC3=O)s1` (stereo not given)?
KCNQ2 inh: inactive; Kir21 inh: -0.86

What do the screens show for `COC(=O)C1CN(C(=O)C(C)Oc2ccccc2F)c2ccccc2O1` (stereo not given)?
KCNQ2 inh: inactive; Kir21 inh: 1.1

How did COc1ccccc1-c1nc(SCc2ccccn2)n[nH]1 do in these assays?
KCNQ2 inh: inactive; Kir21 inh: 2.4

How did O=C(NC1=NCCS1)c1cccc(N2C(=O)c3ccccc3C2=O)c1 do in these assays?
KCNQ2 inh: inactive; Kir21 inh: -0.05

How did Cc1ccc(NC(=O)CCNC(=O)c2ccco2)cc1F do in these assays?
KCNQ2 inh: inactive; Kir21 inh: 0.81

Results for Cc1noc(NS(=O)(=O)c2ccc(NC(=O)c3cnc4n(c3=O)CCS4)cc2)c1C ?
KCNQ2 inh: inactive; Kir21 inh: -0.54

Results for COc1ccc(CNC(=O)CN2C(=O)C(c3ccccc3)Oc3cccnc32)cc1 (stereo not given) ?
KCNQ2 inh: inactive; Kir21 inh: 1.7

Results for C=C(C)CNC(=S)N/N=C/c1c(F)cccc1F ?
KCNQ2 inh: inactive; Kir21 inh: 1.7

What do the screens show for `Cc1[nH]c2ccccc2c1SCc1ccccc1`?
KCNQ2 inh: inactive; Kir21 inh: -2.2

What do the screens show for `CCCN1CCN(CCCNC(=O)c2ccc(CS(=O)c3ccccc3C)o2)CC1` (stereo not given)?
KCNQ2 inh: inactive; Kir21 inh: -0.98

How did O=C(CCl)N(Cc1cc(=O)[nH]c2ccccc12)c1ccccc1 do in these assays?
KCNQ2 inh: inactive; Kir21 inh: -0.91

Results for COc1ccc(C(=O)NCCCN2CCOCC2)cc1OC ?
KCNQ2 inh: inactive; Kir21 inh: 0.1

How did C/C(CC(=O)Nc1ccc2c(c1)OCCO2)=N\NC(=O)COc1ccc(C)cc1Br do in these assays?
KCNQ2 inh: inactive; Kir21 inh: -1.1

What do the screens show for `O=C(CSc1nnc2ccccn12)NCc1ccco1`?
KCNQ2 inh: inactive; Kir21 inh: 1.2

How did COc1cc(OC)c(NC2=NCCCCC2)cc1Cl do in these assays?
KCNQ2 inh: inactive; Kir21 inh: 0.28

Results for COc1ccccc1N1CCN(C(=O)c2cc3c(s2)-c2ccccc2OC3)CC1 ?
KCNQ2 inh: inactive; Kir21 inh: 0.39

Results for CCC(Cc1ccccc1)n1c(=S)[nH]c2ccccc2c1=O (stereo not given) ?
KCNQ2 inh: inactive; Kir21 inh: 0.05

What do the screens show for `Cc1ccc2c(c1)CCCN2S(=O)(=O)c1cccc(C(=O)Nc2ccccc2C(=O)O)c1`?
KCNQ2 inh: inactive; Kir21 inh: -1.8

What do the screens show for `COc1ccc(CNCC(O)(c2ccc(F)cc2)c2ccc(F)cc2)cc1`?
KCNQ2 inh: inactive; Kir21 inh: -8.3*

Results for CC(=O)Nc1ccc2c(c1)OCO2 ?
KCNQ2 inh: inactive; Kir21 inh: -1.2

How did COCCNC(=O)c1ccc(C)c(S(=O)(=O)Nc2ccc(C)cc2)c1 do in these assays?
KCNQ2 inh: inactive; Kir21 inh: 0.42

What do the screens show for `COc1ccc(NS(=O)(=O)c2cccc(C(=O)N/N=C/c3cn(-c4ccccc4)nc3-c3ccc(OC)cc3)c2)cc1`?
KCNQ2 inh: inactive; Kir21 inh: 0.09

How did O=C(N/N=C/c1ccccc1)NC1CCCCC1 do in these assays?
KCNQ2 inh: inactive; Kir21 inh: 0.03

Results for Clc1ncn(C23CC4CC(CC(C4)C2)C3)n1 ?
KCNQ2 inh: inactive; Kir21 inh: 0.01

By substructure, those above containing a CF3 group (two)
What do the screens show for `O=C(OCn1ncc(Cl)c(Cl)c1=O)c1ccc(C(F)(F)F)cc1`?
KCNQ2 inh: inactive; Kir21 inh: 0.34

Results for O=C(Nc1ccccc1)N1CCCN(c2ccc(C(F)(F)F)cn2)CC1 ?
KCNQ2 inh: inactive; Kir21 inh: 0.01

High-throughput results (PubChem BioAssay)
